# Bioassay records (PubChem BioAssay)
# Granule exo inh – lytic granule exocytosis inhibition; TALL-104 LAMP-1 surface exposure, flow cytometry; cells stimulated with thapsigargin and PMA; inhibition, % at 10 µM; actives 0.66% (n = 360,000);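 active = inhibition above about 55%, limit read from the data; inconclusive = no clear call, values can overlap the other calls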
# ABCB6 inh MLPCN – inhibitors of human ABC transporter ABCB6; Q9NP58; K562-ABCB6 porphyrin accumulation, flow cytometry, 1 h; active compounds read low; fluorescence ratio to DMSO, % at 10 µM; actives 0.19% (n = 360,000); AID 602162;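 active = fluorescence ratio to DMSO below 75%, the collection mean minus 3 SD; inconclusive = too few cells collected in the well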;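 note: signal is porphyrin accumulated inside mitochondria; 100% equals median channel fluorescence of DMSO control wells; lower ratio means ABCB6 inhibition with less porphyrin fluorescence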
# iPSC survival up – increases survival of single human iPS cells; hiPSC single-cell survival, ATPlite luminescence; 100% = ROCK inhibitor wells, 0% = DMSO; actives 0.044% (n = 360,000); survival enhancement, % at 20 µM; AID 602274; in the data active = survival enhancement above about 18%;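 note: cells exposed to compounds for 16 hours before the ATP read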
# MC4R antagonist – antagonists of human melanocortin 4 receptor (MC4R). AID 540295. actives 0.48% (n = 360,000). MC4R-expressing cells, MTII-stimulated cAMP, LANCE TR-FRET. P32245. inhibition, % at 6.5 µM;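 active = inhibition above its plate's cutoff, the mean of tested wells on that plate plus 3 SD, cut at about 29% in these data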;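 note: 0% = Melanotan II alone and 100% = Melanotan II plus saturating MCL0020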
# Target sequence (P32245 whole entry, looked up): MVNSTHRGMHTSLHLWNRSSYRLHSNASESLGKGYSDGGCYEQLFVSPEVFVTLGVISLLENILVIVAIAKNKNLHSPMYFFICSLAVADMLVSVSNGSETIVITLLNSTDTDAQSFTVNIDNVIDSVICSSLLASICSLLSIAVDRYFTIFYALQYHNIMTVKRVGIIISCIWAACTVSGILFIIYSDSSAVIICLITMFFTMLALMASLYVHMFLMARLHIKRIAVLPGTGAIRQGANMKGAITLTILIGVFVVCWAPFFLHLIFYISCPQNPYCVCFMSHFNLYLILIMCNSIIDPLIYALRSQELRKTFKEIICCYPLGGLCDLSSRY
#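 Material: U2OS-MC4R stable cell line | Reagent: Melanotan II challenge after compound preincubation | Doses: One concentration, 6.5 µM nominal | Incubation: 30-min compound preincubation, 1-h Melanotan II challenge, 1-h detection, room temperature | Signal: TR-FRET cAMP assay | Replicates: One well per compound, no replicates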
# ABHD5 PLIN5 PPI – blocks binding of human ABHD5 to perilipin-5. Q00G26+Q8WTS1. Split G. princeps luciferase complementation, luminescence, 4 h. inhibition, % at 4 µM. actives 0.78% (n = 360,000). AID 602281;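 active = inhibition above the mean inhibition across every tested compound plus 3 SD, cut at about 22% in these data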;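 note: 0% = DMSO only wells and the 100% control is not disclosed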
# HTR2A ag – activates the mouse 5-HT2A serotonin receptor | P35363 | CHO-K1 mHTR2A beta-arrestin complementation, luminescence; percent of 30 µM serotonin response | activation, % at 7.6 µM | actives 0.66% (n = 360,000) | AID 624169;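 active = activation above a run cutoff, the mean activation of all tested compounds plus 3 SD, cut at about 14% in these data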;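 note: 0% = plate median of compound wells and 100% = 30 µM serotonin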
# Target sequence (P35363 whole entry, looked up): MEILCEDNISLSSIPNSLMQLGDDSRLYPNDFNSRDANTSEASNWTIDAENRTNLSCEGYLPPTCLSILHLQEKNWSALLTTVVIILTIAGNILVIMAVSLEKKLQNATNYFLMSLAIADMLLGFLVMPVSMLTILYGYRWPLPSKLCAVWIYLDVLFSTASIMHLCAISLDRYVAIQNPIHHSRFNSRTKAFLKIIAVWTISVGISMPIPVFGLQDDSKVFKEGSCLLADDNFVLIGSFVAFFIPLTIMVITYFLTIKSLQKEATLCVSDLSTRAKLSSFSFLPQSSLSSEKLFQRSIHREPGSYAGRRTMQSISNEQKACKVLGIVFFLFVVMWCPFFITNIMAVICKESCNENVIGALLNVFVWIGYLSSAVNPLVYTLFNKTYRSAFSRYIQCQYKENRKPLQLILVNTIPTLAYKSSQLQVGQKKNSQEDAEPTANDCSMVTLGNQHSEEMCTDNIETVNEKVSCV
# aDG glyco up – alpha-DG glycosylation activation; actives 0.22% (n = 360,000); Pro5-aDG cells, alpha-DG glycosylation AlphaScreen (IIH6); 0% Pro5, 100% B10-LARGE cell signal; activation, % at 10 µM;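 active = activation of at least 8% versus controls, or a plate z-score of at least 8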;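 note: Pro5 are CHO cells carrying HIG-tagged alpha-DG that lacks glycosylation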
# Cardio protect – myocardial damage modulation in H9c2 cells. H9c2 cardiomyocytes, H2O2 injury protection, ATPLite, 2 h. protection from H2O2 cell death, % at 20 µM. actives 0.63% (n = 360,000);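 active = compounds giving at least 50% protection of heart cells from peroxide-induced death in the single-dose screen, raw or plate-pattern-corrected value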;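 note: 0% = DMSO wells with peroxide and 100% = DMSO wells without peroxide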
# MC4R ag barr – human MC4R agonism via beta-arrestin; P32245; U2OS MC4R beta-arrestin complementation, luminescence; percent of melanotan II response, DMSO zero; activation, % at 8.9 µM; actives 0.98% (n = 360,000); AID 540308;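 active = activation above a per-plate cutoff, the mean activation of sample wells on that plate plus 3 SD, cut at about 8% in these data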
# Glyco luc inh – blocks N-linked glycosylation in D54 reporter cells. D54 ERlucT glycosylation luciferase reporter, 24 h; percent of 100 nM tunicamycin response. reporter increase, % at 12.5 µM. actives 0.23% (n = 360,000);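 active = mean luciferase reporter signal, scaled so untreated is 0 and the glycosylation-blocking control 100, at or above a set limit in every replicate; inconclusive = mean reaches the limit but not every replicate does; inactive = mean below the limit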;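 note: luciferase carries N-glycosylation sites so blocking glycosylation raises the light; 0% = median of neutral control wells and 100% = median of 100 nM tunicamycin wells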
# The depositor's hits bear a star; ? = inconclusive; . = not tested or not shown; & = joins results of further samples.
nr	Structure	Granule exo inh	ABCB6 inh MLPCN	iPSC survival up	MC4R antagonist	ABHD5 PLIN5 PPI
1	COc1ccccc1C1NC(=O)NC(C)=C1C(=O)OC1CCCC(C)C1 (stereo not drawn)	0	94	-0.1	7	4
2	O=C(N/N=C/c1cc(Br)ccc1O)c1ccncc1	-5	108	-0.3	8	-3
3	Cc1ccn(CC(=O)O)c(=O)c1	2	101	-0.3	16	-9
4	CC1(c2ccccc2)NC(=O)N(CC(=O)NCCC2=CCCCC2)C1=O (stereo not drawn)	1	94	2.6	3	0
5	Cc1ccc(NC(=O)C2(C)CCN2C(=O)CC(c2ccccc2)c2ccccc2)cc1 (stereo not drawn)	10	102	1.6	5	-2
6	COc1cccc(NC(=S)NCCC(c2ccccc2)c2ccccc2)c1	2	95	-4.9	0	-5
7	CCCCCC(=O)N/N=C/c1cc(Br)c(O)c(OC)c1	0	98	-0.6	-1	1
8	CCCCn1c(CN2CCN(C(=O)c3ccco3)CC2)nc2c1c(=O)n(C)c(=O)n2C	0	99	0.0	8	2
9	CCCCOc1ccc(S(=O)(=O)NNC(=O)C2Cc3c(ccc4ccccc34)O2)cc1 (stereo not drawn)	4	96	0.9	8	-6
10	Cc1cccc(Oc2cc([N+](=O)[O-])cc3c2C(=O)Nc2ccccc2O3)c1	-3	120	-1.3	9	-7

nr	HTR2A ag	aDG glyco up	Cardio protect	MC4R ag barr	Glyco luc inh
1	0	-0.2	-1	3.8	0
2	-17	0.2	30	-3.1	1
3	2	0.1	1	-0.6	0
4	-5	0.0	-8	0.1	0
5	1	-0.1	-4	-0.4	1
6	-7	0.8	-21	-1.1	-5
7	-3	-0.1	-2	-0.4	1
8	-2	7.9*	6	-0.2	5
9	11	-0.2	-1	6.7	-1
10	-1	0.8	-22	-0.7	0

# Continuation.
nr	Structure	Granule exo inh	ABCB6 inh MLPCN	iPSC survival up	MC4R antagonist	ABHD5 PLIN5 PPI
11	COC(=O)N[C@@H]1C[C@H]2[C@@H]3CC[C@H]4C[C@@H](OC)CC[C@]4(C)[C@H]3CC[C@]12C	0	100	2.8	13	0
12	Cc1cc(NC(=O)CCN2CCN(Cc3ccccc3)CC2)ccc1Br	29	93	-0.5	10	12
13	O=C(CCS(=O)(=O)c1ccccc1Cl)NCCC1=CCCCC1	-2	98	0.7	6	-2
14	C[C@@]12C(=O)N(c3cccc(F)c3)C(=O)N1[C@H](c1ccc(F)cc1)[C@@H]1C(=O)N(C3CCCCC3)C(=O)[C@@H]12	-12	91	5.0	4	1
15	CCCC12CN3CCN(CC(C3)/C1=N\NC(=O)Nc1ccccc1)C2	-2	109	0.6	5	7
16	Cc1ccc(Cl)cc1-n1c(SCC(=O)NCCC2=CCCCC2)nc2n[nH]c(C)c2c1=N	2	92	0.3	11	-1
17	COC(=O)c1ccccc1NC(=O)N1c2ccccc2Sc2ccccc21	8	101	-0.4	5	-6
18	O=C(CSc1nc2sc3c(c2c(=O)n1-c1ccccc1)CCCC3)N/N=C/c1ccccc1C(=O)O	8	104	-0.4	-6	-2
19	CCCc1nn2c(=O)cc(CSCC(=O)Nc3nnc(CC)s3)nc2s1	-2	98	-0.4	4	-11
20	Cc1ccc(CN2C(=O)C(CC(C)C)Nc3ncnc(N4CCN(c5ccccc5)CC4)c32)cc1 (stereo not drawn)	0&2	100&107	-1.7&1.3	1	1&-10

nr	HTR2A ag	aDG glyco up	Cardio protect	MC4R ag barr	Glyco luc inh
11	-5	0.0	-9	3.1	3
12	-10	0.2	-12	4.2	-3
13	-5	-0.2	0	-3.0	2
14	-1	0.1	-2	0.9	0
15	-1	0.3	1	-0.3	0
16	-3	0.5	0	1.4	12
17	-1	0.0	-3	1.7	-3
18	7	-0.1	-2	-1.6	3
19	-6	0.8	-1	-0.5	2
20	4&0	0.7&-0.1	-1&2	0.8	-3&-4

# Of the compounds above, these have a COOH group:
nr	Structure	Granule exo inh	ABCB6 inh MLPCN	iPSC survival up	MC4R antagonist	ABHD5 PLIN5 PPI
3	Cc1ccn(CC(=O)O)c(=O)c1	2	101	-0.3	16	-9
18	O=C(CSc1nc2sc3c(c2c(=O)n1-c1ccccc1)CCCC3)N/N=C/c1ccccc1C(=O)O	8	104	-0.4	-6	-2

nr	HTR2A ag	aDG glyco up	Cardio protect	MC4R ag barr	Glyco luc inh
3	2	0.1	1	-0.6	0
18	7	-0.1	-2	-1.6	3

# Next section.
nr	Structure	Granule exo inh	ABCB6 inh MLPCN	iPSC survival up	MC4R antagonist	ABHD5 PLIN5 PPI
21	CCN(CC(=O)Nc1ccc(NC(C)=O)cc1)C(=O)c1ccc(=O)[nH]c1	2	93	0.5	3	2
22	O=C(O)CSc1nnc(NC(=O)CN2CCOCC2)s1	2	100	0.3	5	2
23	Cc1cc(C)n(CCC(=O)N2CCCC(Nc3ccc(F)cc3)C2)n1 (stereo not drawn)	0	95	-0.5	7	-8
24	Cc1cn([C@H]2C[C@H](O)[C@@H](/C=C/C(=O)N3CCN(Cc4ccc(F)cc4)CC3)O2)c(=O)[nH]c1=O	1	99	1.9	.	9
25	O=C1CN(c2ccccc2F)C(=O)CN1c1ccccc1F	-1	86	5.3	0	-1
26	CC1(C(=O)Nc2cnc3ccccc3c2)CCN1Cc1ccccc1OC(F)F (stereo not drawn)	-4	96	-1.0	10	-4
27	COc1ccc(S(=O)(=O)Nc2ccc(N3CCOCC3)cc2)cc1	3	98	0.1	-4	2
28	COc1cc2[nH]c(C(=O)N(C)Cc3ccccc3)cc2c(OC)c1OC	-8	90	0.4	4	-4
29	COc1ccc(NC(=O)CN2CCN(S(=O)(=O)N3CCCCCC3)CC2)cc1	-12	95	0.0	8	0
30	O=C(N/N=C/c1ccccc1[N+](=O)[O-])c1ccc(COc2ccccc2-c2ccccc2)cc1	0	97	-1.4	8	-2

nr	HTR2A ag	aDG glyco up	Cardio protect	MC4R ag barr	Glyco luc inh
21	3	-0.2	-4	-2.5	0
22	-1	0.0	9	-1.1	1
23	-6	0.1	-5	-3.4	-1
24	-1	0.2	-1	.	-1
25	0	-0.2	23	-1.9	.
26	0	0.3	13	-0.9	-12
27	0	0.3	-4	0.2	-2
28	1	0.0	1	-2.3	3
29	-5	0.1	-5	0.2	-4
30	-2	0.0	17	-2.2	-1

# Next part
nr	Structure	Granule exo inh	ABCB6 inh MLPCN	iPSC survival up	MC4R antagonist	ABHD5 PLIN5 PPI
31	O=C(COc1cc(F)ccc1[N+](=O)[O-])Nc1ccc2c(c1)OCO2	-5	94	-0.1	8	3
32	CCOc1ccc(C(=O)NCc2ccncc2)cc1OCC	1	98	0.2	5	-2
33	O=C(Nc1ccccc1)Nc1ccc(Nc2ccccc2)cc1	6	95	-0.4	5	-8
34	Cc1c(C(C)C)c(=O)n(-c2ccc(S(=O)(=O)NCc3ccccc3)cc2)n1C	2	101	1.1	-3	-2
35	C/C(=N/NC(=O)c1ccc2c(c1)OCO2)c1ccc(NC(=O)C(F)(F)F)cc1	3	97	0.4	3	1
36	Cc1ccc(S(=O)(=O)N2CCC(C(=O)Nc3ncccc3O)CC2)cc1	2	93	-2.8	2	-23
37	CCOC(=O)c1c(NC(=O)COC(=O)C2CC2C)sc(C)c1C (stereo not drawn)	-5	104	-0.8	16	-3
38	Cc1ccc(S(=O)(=O)N2CCN(C(=O)c3nn(C(C)C)c(=O)c4ccccc34)CC2)cc1C	7	102	1.4	-3	0
39	CCN(CC)Cc1c(NC(=O)c2ccccc2)sc(C)c1C	0	97	-1.7	-6	1
40	Nc1ncnc2c1nc(-c1ccccc1)n2C1OC(CO)C(O)C1O (stereo not drawn)	10	102	-0.4	.	1

nr	HTR2A ag	aDG glyco up	Cardio protect	MC4R ag barr	Glyco luc inh
31	4	0.4	6	-2.5	0
32	0	0.1	7	-1.2	0
33	3	-0.2	-3	0.9	1
34	6	8.4*	-22	-0.4	-4
35	-2	0.1	-8	-3.8	-1
36	2	-0.4	19	-1.3	0
37	2	0.5	-10	1.0	3
38	4	-0.2	23	-0.9	-1
39	-3	0.2	4	-0.8	-4
40	0	0.0	2	.	0

# More compounds.
nr	Structure	Granule exo inh	ABCB6 inh MLPCN	iPSC survival up	MC4R antagonist	ABHD5 PLIN5 PPI
41	O=C(O)CCCc1ccccc1	-5	97	0.4	9	-1
42	CN(Cc1ccon1)C(=O)CCc1nnc(Cc2ccc(-c3ccccc3)cc2)o1	-2	100	-1.2	21	3
43	CN1C(=O)/C(=C/C=C2\SCCN2C)OC1=S	-3	101	-0.5	-15	-12
44	CSCCC(NC(=O)COc1ccccc1)C(=O)OCC(=O)c1ccccc1 (stereo not drawn)	-3	98	-0.4	8	5
45	Cc1cccc(C(=O)OC(C)C(=O)Nc2ccc(S(=O)(=O)N3CCCC3)cc2)c1O (stereo not drawn)	4	93	0.1	-3	-13
46	O=S(=O)(NCc1ccco1)c1cccc2cccnc12	-11	96	1.9	11	4
47	S=C(NCCc1ccccc1)N/N=C/c1ccccc1Cl	10	93	0.8	-5	-4
48	COc1ccc(NC(=O)N2CCCC(c3nc(-c4ccc(OC)cc4)no3)C2)cc1 (stereo not drawn)	?	97	-0.6	-3	-3
49	O=C1CC(C2CCCO2)C(=O)N1c1ccccc1 (stereo not drawn)	5	103	-0.3	-13	-4
50	Cc1ccccc1C(=O)OCCCN=C1NS(=O)(=O)c2ccccc21	-1	88	1.2	-2	-3

nr	HTR2A ag	aDG glyco up	Cardio protect	MC4R ag barr	Glyco luc inh
41	0	1.0	-10	-0.5	-3
42	-4	0.4	-8	-1.8	-2
43	9	-0.2	-1	-1.0	-3
44	-2	0.1	6	0.1	0
45	1	0.1	0	-2.5	-3
46	-2	0.1	-3	-0.7	0
47	-5	0.0	-11	-1.1	3
48	-1	0.7	-5	-2.4	-8
49	0	0.0	15	1.0	3
50	-7	0.1	-1	-1.6	2

# (further entries)
nr	Structure	Granule exo inh	ABCB6 inh MLPCN	iPSC survival up	MC4R antagonist	ABHD5 PLIN5 PPI
51	CC(=O)N1CCOc2ccc(S(=O)(=O)N3CCC(C(=O)Nc4ccc(C)cc4C)CC3)cc21	-12	99	-0.1	12	-7
52	O=S(=O)(c1ccccc1)N1CCN=C1SCc1ccc(Cl)cc1	0	103	-0.5	2	-3
53	COc1ccc(C(=O)NCc2ccc3c(c2)OCO3)cc1S(=O)(=O)N1CCCC1	-1	101	0.1	-4	-9
54	O=C(Nc1ccccc1)c1ccc(=O)[nH]n1	0	95	-0.5	9	0
55	COc1ccc(/C=N/NC(=O)c2ccc(COc3ccccc3Cl)o2)c(OC)c1C	-2	94	0.1	-3	-5
56	COc1ccc(C(=O)CSc2ncn[nH]2)cc1OC	5	88	-0.9	-1	-3

nr	HTR2A ag	aDG glyco up	Cardio protect	MC4R ag barr	Glyco luc inh
51	2	-0.1	-4	-1.8	-3
52	-3	1.3	-5	-0.4	0
53	-3	0.1	2	-2.7	1
54	-7	0.1	4	-1.8	0
55	-2	0.1	-3	17*	43*
56	6	0.1	4	-2.3	2
